Compound activity: PubChem BioAssay, University of Kansas High Throughput Screening Laboratory
Pf apPOL block: Pf-apPOL inhibitors, biochemical, fluorescence | AID 1794808, 2022 | inhibition, % at 10 µM | 0.25% of 210,000 active | Recombinant Pf-apPOL, molecular beacon fluorescence, 1.5 h | Plasmodium falciparum apicoplast DNA polymerase (apPOL)
mHTT CaM bind: mutant huntingtin-calmodulin interaction inhibitors – biochemical, AlphaScreen, primary screen | AlphaScreen His-mHTT/GST-CaM binding, luminescence | inhibition, % at 15 µM | 3.6% of 190,000 active | AID 1671202, 2021;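 note: 0% = both proteins with DMSO and 100% = one protein alone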
Active calls of the source: *; nt = no result given; & = joins results of further samples. Cut-off read from the data, not from the text of the source: active = inhibition above about 50%; inactive = the rest. A portion of the library, so the mix of outcomes need not match the whole.

SMILES	Pf apPOL block	mHTT CaM bind
CCOc1ccc(NC(=O)c2cc(Br)ccc2OC)cc1	7	-4
CC(C)N1CC=C2C(C#N)=C(N)C(C#N)(C#N)C(c3cccc(Br)c3)C2C1 (configuration not stated)	5	24
Cc1ccc(S(=O)(=O)c2cc3c(=O)n4cccc(C)c4nc3n(Cc3ccco3)c2=N)cc1	5	21
Cc1nn(C)cc1CN1CCCC(c2nncn2-c2ccccc2)C1 (configuration not stated)	-1	0
CC(=O)Nc1ccc(Nc2nnc(-c3ccc(O)cc3)c3ccccc23)cc1	-71&-6	33&10
NC1C2CC3CC(C2)CC1C3 (configuration not stated)	-6	-2
CCOc1ccc(/C=C2N=C(/C=C/c3cccc([N+](=O)[O-])c3)OC\2=O)cc1	-1	-3
O=C(NCCCN1CCCC1)c1cc2cn(C3CC3)cc2s1	108*	99*
Cc1cc(C)n(-c2ccnc(NCc3ccccn3)n2)n1	-9	-7
ON=Cc1ccc(-c2ccc(F)cc2F)o1	3	nt
CC(CC(=O)Nc1ccc(Br)cc1F)c1ccccc1 (configuration not stated)	-3	-29
Cc1ccc(NC(=O)c2cnc(-c3ccccc3)nc2-c2ccncc2)c(C)c1	4	2
CC(/C=C/c1c[nH]c2ccccc12)=C\C(=O)O	2	49
CCOc1cc(C=O)cc(Cl)c1OCc1ccc([N+](=O)[O-])cc1	-4	1
Cc1nc2nc(SCC(=O)NC(C)(C)C)nn2c(C)c1Cc1ccc(F)cc1Cl	-3	16
COc1ccc(Cc2nnc(NC(=O)c3cccc(I)c3)s2)cc1	-8	3
C=CCN(c1ccccc1)S(=O)(=O)c1ccc2[nH]cc(C(=O)N3CCC(C)CC3)c(=O)c2c1	-6	37
CC12COc3ccccc3C1c1sc(=O)[nH]c1SC2 (configuration not stated)	-3	17
CCOC(=O)C(C#N)=Cc1ccc(N2CCCC2)c([N+](=O)[O-])c1	-5&-22	nt
CC1C(=O)N(c2ccc(F)cc2)CCN1C(=O)C1CC1 (configuration not stated)	-1	-3
Cc1ccccc1C1CCCN1C(=O)Nc1ccc2c(c1)OCO2 (configuration not stated)	-6	1
Cc1ccccc1NC(=O)c1cc(S(=O)(=O)N2CCCC2)ccc1Cl	-2	-4
Cc1ccc(NC(=O)CNS(=O)(=O)c2ccc(Br)s2)cc1	-12	-2
O=C(O)C12CC3CC(C1)CC(n1cnc(Br)n1)(C3)C2	nt	-6
O=C(NC1CCS(=O)(=O)C1)OC1CCCCC1 (configuration not stated)	0	0
(continued)
SMILES	Pf apPOL block	mHTT CaM bind
CN1C(=O)c2cccnc2Sc2cc(C(=O)NCc3ccccc3)ccc21	-6	6
O=C(NCc1ccccn1)C1CN(S(=O)(=O)c2ccccc2)CC12CCCCC2 (configuration not stated)	-4	-4
O=C(Nc1nccn(-c2cccc(F)c2)c1=O)c1ccc(Cl)cc1	-3	-3
COc1ccc2oc(=O)c(-c3nnc(-c4cccc(Br)c4)o3)cc2c1	-4	-3
O=C(Nc1cccc(Cl)c1)N1CCSC1c1ccco1 (configuration not stated)	0	1
CN(Cc1ccccc1)S(=O)(=O)c1ccc2[nH]c3c(c2c1)CCCC3	-4	71*
O=C(NCCOc1ccc2c(c1)OCO2)c1ccccc1Cl	-8	-11
COc1ccc(C)cc1N1CCN(C(=O)NC(C)C)C(C)C1=O (configuration not stated)	-1	-1
O=C(NCc1ccccc1)c1ccc2c(c1)NC(=O)C1CCCN21 (configuration not stated)	-5	15
CC(=O)N1CCC2(CC1)N=C(c1ccc(C)cc1)CC(c1ccccc1O)N2 (configuration not stated)	5	40
Cc1c(C(=O)Nc2ccc(F)c(F)c2)oc2ccc(S(=O)(=O)N3CCCC3)cc12	-14	0
Cc1ccc(NC(=O)CN2CCC(c3nc(-c4cccs4)no3)CC2)c(C)c1	-5	19
COc1ccc(CC(=O)N2CCC(c3cnn(-c4ccc(C)cc4)c3)CC2)cc1	-6	6
Cc1ccc(Cl)cc1NC(=O)c1cc2n(n1)C(C(F)(F)F)CC(c1ccc3c(c1)OCO3)N2 (configuration not stated)	-6	7
CC(=O)c1ccc(N2CCN(Cc3cccc([N+](=O)[O-])c3)CC2)cc1	-7	6
CC(=O)Nc1ccc(S(=O)(=O)NC2=NCN(c3cccc([N+](=O)[O-])c3)CN2)cc1	-4	8
O=C(NCC1COC2(CCCC2)O1)C(=O)NC1CCCCC1 (configuration not stated)	5	-6
CCOc1ccc(C(c2c(C)[nH][nH]c2=O)c2c(C)[nH][nH]c2=O)cc1	3	12
CC1(C)C(=O)OC(c2ccccc2I)C(C)(C)C1=O (configuration not stated)	-14	-21
CCc1noc(-c2cccnc2N2CCCN(C(=O)c3ccccc3)CC2)n1	1	-2
CC1CCCN(C(=O)C2CCN(c3cn[nH]c(=O)c3)CC2)C1 (configuration not stated)	-8	0
COc1ccc(NC(=O)C(c2cc3c(cc2[N+](=O)[O-])OCO3)N2CCc3ccccc32)cc1 (configuration not stated)	0	32
CCN(c1ccccc1)S(=O)(=O)c1cc([N+](=O)[O-])ccc1N	-12	4
COCCN1CCC(CNC(=O)Nc2ccccc2C(F)(F)F)CC1	-1	-19
O=C(NCC1CC(=O)N(Cc2ccc(F)cc2)C1)Nc1cccs1 (configuration not stated)	6	21
(next part)
SMILES	Pf apPOL block	mHTT CaM bind
O=c1cc(-c2ccccc2Cl)oc2c(NS(=O)(=O)c3cc(Cl)cc(Cl)c3O)ccc(O)c12	36	97*
O=C(O)COc1ccccc1[N+](=O)[O-]	-3	-3
COCCCn1c(-c2ccc(S(=O)(=O)N3CCOCC3)cc2)csc1=Nc1ccccc1	-5	19
CC(C)CN(Cc1c(O)ccc2c1OC(=Cc1ccncc1)C2=O)CC(C)C	-1	13
CCN(CC)C(=O)C12CC3CCC1(C)C3(C)CO2 (configuration not stated)	-10	-3
Nc1cc(=O)[nH]c(SCCN2CCN(c3ccc(C(F)(F)F)cc3[N+](=O)[O-])CC2)n1	-1	34
O=C(COc1ncccn1)NCCNc1cc(-n2cccn2)ncn1	-2	-5
O=[N+]([O-])c1cc(C(F)(F)F)cc([N+](=O)[O-])c1Sc1n[nH]c(C(F)(F)F)n1	-8	nt
COc1cccc(C(=O)N2CCCCC2CCN2CCCCC2)c1 (configuration not stated)	-8	-4
O=C(Cc1ccc(NS(=O)(=O)C2CC2)cc1)NCC(F)(F)F	2	-12
NC(=O)/C(=C\c1ccc2c(c1)OCO2)NC(=O)c1ccccc1Br	2	-2
CCCCOc1ccc(CSCCN)cc1	-1	2
CC(=O)Nc1ccc(N2C(=O)CSC2c2cccc(Cl)c2Cl)cc1 (configuration not stated)	-9	14
O=C1C2C3C=CC(C3)C2C(=O)N1c1nccs1 (configuration not stated)	-7&9	-5
CCCc1cc2c(=O)c(-c3ccc(C(=O)OCC)o3)coc2cc1OC	-10	-1
Cn1cccc1C1=C(C#N)C(c2c(Cl)cccc2Cl)C(C#N)=C(N)O1 (configuration not stated)	-1	nt
COc1ccc(NS(=O)(=O)c2ccc(Cl)c(C(=O)Nc3cccc(C)c3)c2)cc1	9	5
O=C(NCCN1CCOCC1)c1cnn2c(C(F)(F)F)cc(-c3cccs3)nc12	-8	-6
Cc1ccc(C(=O)N2CCc3sc(C(=O)N4CCCC4)cc3C2)cc1	8	30
COc1cccc(C2=N/C(=C\C=C\c3ccccc3)C(=O)O2)c1	2	21
N=c1oc2ccccc2cc1C(=O)Nc1ccc(F)cc1	2	1
COc1ccc(-c2coc3cc4oc(=O)c5c(c4cc23)CCC5)cc1F	0	1
O=[N+]([O-])c1ncn(CNc2cc(Br)cc3cccnc23)n1	-2	65*
O=C(NCCN1CCN(C(=O)Cn2c(=O)oc3ccccc32)CC1)c1cccs1	-4	-13
O=C(CCC1CCCN(C(=O)Nc2ccc(F)cc2)C1)NCc1ccc(F)cc1F (configuration not stated)	0	3
Continuation.
SMILES	Pf apPOL block	mHTT CaM bind
Cc1ccnc(N2CCC(C(=O)NCCN3CCN(c4cccc(C)c4C)CC3)CC2)n1	0	3
CCc1ccc(CNC(=O)C2CCN(c3nc4ccc(C)cc4[nH]3)CC2)cc1	-11	20
O=c1c([N+](=O)[O-])c(N2CCCCCC2)c2ccccc2n1-c1ccccc1	6	-6
O=C(C1CCCN(C(=O)C2CCC2)C1)N1CCOCC1 (configuration not stated)	0	-6
O=S1(=O)CCN(Cc2csc(-c3cccs3)n2)CC1	-4	nt
O=C(O)C1CSC(c2cccc(OCc3c(Cl)cccc3Cl)c2)N1 (configuration not stated)	1	-10
Cn1nccc1C(=O)NCCN1C(=O)OC(C)(C)C1(C)O (configuration not stated)	-3	-6
CC(=O)c1cccc(NC(=O)c2ccc(-c3ccc(Cl)cc3)o2)c1	-12	21
COc1ccc(C2CC(=O)C3=C(C2)Nc2ccccc2NC3c2ccc3c(c2)OCO3)cc1 (configuration not stated)	1	36
COc1ccc(OC)c(-c2nnc(NC(=O)COc3ccc4ccccc4c3)s2)c1	-1	-6
CCOc1ccc(N2C(=O)S/C(=C\c3ccccc3OC)C2=O)cc1	4	-1
O=C(NC1CCN(c2ccc(N3CCCCCC3)nn2)CC1)c1ccc(F)c(F)c1	2	14
Cc1ccc([N+](=O)[O-])cc1N1C(=O)CC(Nc2ccc(N3CCOCC3)cc2)C1=O (configuration not stated)	-350	38
Cc1ccc(/C=C(/C#N)C(N)=S)s1	nt	10
COc1cccc(C2=NC(c3cccnc3)NC(c3ccccc3O)C2)c1 (configuration not stated)	-3	16
CCOc1ccc(C(=O)N2CCCCC2c2nncn2C)cc1OCC (configuration not stated)	-9	-2
CC1=C(C(N)=O)C(c2ccc([N+](=O)[O-])cc2)n2nc(SCc3ccccc3Cl)nc2N1 (configuration not stated)	2	0
Cc1nn(-c2ccccc2)c2c1C(c1ccccc1)C(C#N)=C(N)O2 (configuration not stated)	-3	10
CC(=O)Nc1ccc2c(c1)C1C=CCC1C(c1ccccc1[N+](=O)[O-])N2 (configuration not stated)	6	65*
COc1ccc(C2=Nn3c(nc4sc(C)c(C)c4c3=O)SC2)cc1	-6	nt
CC1=C(C(=O)Nc2ccccn2)C(c2ccc(Br)cc2)C2=C(CC(C)(C)CC2=O)N1 (configuration not stated)	-9	9
CC(C)NC(=O)c1cccc(Br)c1	-1	-5
CCOc1ccc(OCC)c(NC(=O)C(Cc2ccccc2)NS(=O)(=O)c2cccs2)c1 (configuration not stated)	3	12
Cc1cc(C)c(S(=O)(=O)NCc2ccco2)cc1C	2	1
COc1ccc(-c2cn3ccn(-c4ccc(OC)c(Cl)c4)c(=O)c3n2)cc1	1	-6

Compounds listed so far containing a nitro group on carbon:
SMILES	Pf apPOL block	mHTT CaM bind
CCOc1ccc(/C=C2N=C(/C=C/c3cccc([N+](=O)[O-])c3)OC\2=O)cc1	-1	-3
CCOc1cc(C=O)cc(Cl)c1OCc1ccc([N+](=O)[O-])cc1	-4	1
CCOC(=O)C(C#N)=Cc1ccc(N2CCCC2)c([N+](=O)[O-])c1	-5&-22	nt
CC(=O)c1ccc(N2CCN(Cc3cccc([N+](=O)[O-])c3)CC2)cc1	-7	6
CC(=O)Nc1ccc(S(=O)(=O)NC2=NCN(c3cccc([N+](=O)[O-])c3)CN2)cc1	-4	8
COc1ccc(NC(=O)C(c2cc3c(cc2[N+](=O)[O-])OCO3)N2CCc3ccccc32)cc1 (configuration not stated)	0	32
CCN(c1ccccc1)S(=O)(=O)c1cc([N+](=O)[O-])ccc1N	-12	4
O=C(O)COc1ccccc1[N+](=O)[O-]	-3	-3
Nc1cc(=O)[nH]c(SCCN2CCN(c3ccc(C(F)(F)F)cc3[N+](=O)[O-])CC2)n1	-1	34
O=[N+]([O-])c1cc(C(F)(F)F)cc([N+](=O)[O-])c1Sc1n[nH]c(C(F)(F)F)n1	-8	nt
O=[N+]([O-])c1ncn(CNc2cc(Br)cc3cccnc23)n1	-2	65*
O=c1c([N+](=O)[O-])c(N2CCCCCC2)c2ccccc2n1-c1ccccc1	6	-6
Cc1ccc([N+](=O)[O-])cc1N1C(=O)CC(Nc2ccc(N3CCOCC3)cc2)C1=O (configuration not stated)	-350	38
CC1=C(C(N)=O)C(c2ccc([N+](=O)[O-])cc2)n2nc(SCc3ccccc3Cl)nc2N1 (configuration not stated)	2	0
CC(=O)Nc1ccc2c(c1)C1C=CCC1C(c1ccccc1[N+](=O)[O-])N2 (configuration not stated)	6	65*

Profiles from above. Order of values: Pf apPOL block	mHTT CaM bind
CC(C)NC(=O)c1cccc(Br)c1 reads -1	-5
CC(=O)Nc1ccc2c(c1)C1C=CCC1C(c1ccccc1[N+](=O)[O-])N2 (configuration not stated) reads 6	65*

New compounds follow
SMILES	Pf apPOL block	mHTT CaM bind
CCCNC(=O)c1ccc(CN2C(=O)COc3ccc(C)cc32)o1	-7	4
Cn1c2c(c(=O)n(C)c1=O)CN(CCN1CCOCC1)CN2	0	-7
CCOc1cc2occ(Oc3ccccc3)c(=O)c2cc1CC	-2	-15
O=C(NCc1nc(-c2ccccc2)no1)C1(c2cccs2)CCCC1	-1	-29
O=C1N(CN2CCC3(CC2)OCCO3)c2ccccc2C12OCCCCO2	nt	-5
Cc1cccc(N2CCN(C(=O)CCC3CCCN(C(=O)Nc4ccccc4)C3)CC2)c1C (configuration not stated)	-8	47
Cc1ccc(C(=O)N2CCC(CCNC(=O)C3CCCCC3)CC2)cc1	1	4
